MRP1 act – MRP-1 activation | viability increase, % at 10 µM | actives 0.61% (n = 140,000) | H69AR cells + doxorubicin, viability rescue, CellTiter-Glo;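 active = viability gain under doxorubicin at or above a set limit, the compound median plus 3 SD, cut at about 4.7% in these data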;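 also: MRP-1 overexpressing cells given doxorubicin 25 µM after compound pretreatment; 18-22 h compound pretreatment then 72 h with doxorubicin before readout; 0% = doxorubicin-only wells and 100% = vehicle-treated cells without doxorubicin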
Measles CPE – protection of cells from measles virus; AID 841; protection (pct of control), % at 4 µM; actives 1.5% (n = 140,000); Measles virus-infected cells, CPE protection, absorbance; in the data active = protection mostly above about 24%, no sharp cut-off; inactive = mostly below about 26%; also: some compounds called inactive have numbers as strong as hits
Yeast lifespan up – extends the lifespan of yeast; S. cerevisiae growth with nicotinamide, OD615; deaD strain in restrictive glucose medium; inhibition of the nicotinamide effect, % at 10 µM; actives 0.68% (n = 130,000); AID 775;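 active = inhibition above a set limit, placed 3 SD over the median of all compounds, cut at about 26% in these data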;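 also: 0% = nicotinamide-treated wells and 100% = cells grown without nicotinamide; some compounds called inactive have numbers as strong as hits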
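Assay system: engineered S. cerevisiae DeaD replicative-lifespan strain, galactose-grown log-phase cells; medium: restrictive CSMM-D dextrose medium; also added: nicotinamide, 1.5 mM, co-present with compound; schedule: 48 h compound exposure at 30 °C, humidified; detection: absorbance at 615 nm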
GALR2 blocker – antagonists of human galanin receptor 2 (GALR2). actives 0.39% (n = 140,000). inhibition, % at 4 µM. GALR2-expressing cells, antagonist mode; in the data active = inhibition above about 27%;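 also: cells stimulated with galanin 1-16 at roughly its EC80; 0% = agonist challenge control and 100% = basal control without agonist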
Target sequence (O43603 whole entry, looked up): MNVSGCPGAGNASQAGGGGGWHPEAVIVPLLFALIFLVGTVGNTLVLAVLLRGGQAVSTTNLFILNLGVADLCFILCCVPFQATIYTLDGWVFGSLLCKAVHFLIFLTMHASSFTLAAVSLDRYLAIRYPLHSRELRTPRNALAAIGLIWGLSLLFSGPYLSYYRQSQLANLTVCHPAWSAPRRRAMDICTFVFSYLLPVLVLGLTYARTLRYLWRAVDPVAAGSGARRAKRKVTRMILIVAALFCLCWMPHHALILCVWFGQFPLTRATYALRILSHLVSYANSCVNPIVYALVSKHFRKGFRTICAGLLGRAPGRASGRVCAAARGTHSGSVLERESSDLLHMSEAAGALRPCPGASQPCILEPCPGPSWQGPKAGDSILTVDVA
E-sel TNF inh – TNF alpha driven E-selectin expression inhibition. HUVEC TNFa-induced E-selectin immunofluorescence, high content. inhibition, % at 2 µM. actives 0.71% (n = 120,000);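 active = inhibition above the batch mean plus 3 SD, and confirmed as a hit on visual image review, cut at about 43% in these data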;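 also: 0% = TNF-stimulated DMSO wells and 100% = unstimulated control wells; not every result past the cut was called active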
HCT116 bCat-KO – beta-catenin-lacking colon tumor cell growth suppression; HCT116 beta-catenin knockout viability, CellTiter-Glo, 60 h; stronger effect = lower value; viability, % at 10 µM; actives 1.5% (n = 140,000); AID 818;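 active = viability at or under a set limit, the compound median less 4 SD, cut at about 6% in these data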;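 also: 0% = Hyamine 1622 control at 20 µM and 100% = untreated cell control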
BB579 growth dn – yeast BB579 growth reduction in restrictive medium; S. cerevisiae BB579 growth, OD615, 48 h; inhibition, % at 10 µM; actives 0.51% (n = 140,000); AID 804;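 active = inhibition above a set limit, 3 SD over the mean compound inhibition, cut at about 44% in these data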; also: inactives centre near -24
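System: Saccharomyces cerevisiae DeaD strain BB579, replicative lifespan model yeast. Buffer or medium: restrictive glucose-based CSMM-D medium. Doses: one dose, 10 µM compound with 0.25% DMSO. Timing: 4 h preincubation and 48 h exposure at 30 °C. Detection: turbidity as optical density at 615 nm. Benchmarks: amphotericin B 10 µg/mL, positive.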
Phagocytosis inh – inhibitors of macrophage phagocytosis; J774A.1 macrophage IgG-bead phagocytosis, imaging; inhibition, % at 5 µM; AID 1029; actives 0.07% (n = 110,000);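 active = inhibition above the mean of the plate negative controls plus 5 SD, cut at about 13% in these data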;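 also: phagocytic index as fraction of beads internalized from green versus red external bead signal; plate controls were DMSO negative control for no effect and cytochalasin-D positive control for full effect; some results beyond the cut were filed as inactive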
PTEN del growth – PTEN-deleted cell growth suppression; HCT116 PTEN-null viability, CellTiter-Glo, 60 h; stronger effect = lower value; viability, % at 10 µM; actives 1.2% (n = 140,000);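 active = viability at or below a set limit, 4 SD under the median of all tested compounds, cut at about 3.7% in these data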;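 also: PTEN knockout HCT116 line with beta catenin targeted HCT116 as companion control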
NPY-Y2 antag – antagonists of human neuropeptide Y receptor Y2. P49146. NPY-Y2 expressing cells, antagonist mode. inhibition, % at 2.7 µM. actives 0.99% (n = 140,000); in the data active = inhibition above about 17%;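 also: 0% = vehicle with agonist challenge and 100% = reference antagonist with challenge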
Target sequence (P49146 whole entry, looked up): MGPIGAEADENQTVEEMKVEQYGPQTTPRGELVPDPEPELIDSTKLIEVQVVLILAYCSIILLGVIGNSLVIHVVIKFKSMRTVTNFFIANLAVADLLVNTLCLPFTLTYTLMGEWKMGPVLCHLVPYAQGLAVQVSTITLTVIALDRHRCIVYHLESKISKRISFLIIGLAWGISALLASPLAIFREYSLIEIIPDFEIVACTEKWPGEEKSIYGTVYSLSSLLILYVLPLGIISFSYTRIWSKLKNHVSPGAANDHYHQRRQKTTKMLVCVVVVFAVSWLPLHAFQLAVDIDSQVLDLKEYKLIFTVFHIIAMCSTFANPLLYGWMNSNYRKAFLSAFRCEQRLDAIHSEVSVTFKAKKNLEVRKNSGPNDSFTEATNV
An asterisk follows results filed as active; · = not tested or not shown.

cpd	Compound	MRP1 act	Measles CPE	Yeast lifespan up	GALR2 blocker	E-sel TNF inh	HCT116 bCat-KO	BB579 growth dn	Phagocytosis inh	PTEN del growth	NPY-Y2 antag
1	Cc1cccc(NC(=O)CCN2C(=O)C3C4CCC(C4)C3C2=O)c1C (stereo not given)	-1.0	3	-17	-2	-48	89	2	-1	92	2
2	COc1cc(CNCCCN2CCOCC2)ccc1OCC(=O)Nc1cccc(C(F)(F)F)c1	-3.9	3	-7	6	-26	84	10	·	85	3
3	COc1cccc(NC(=O)COC(=O)c2c(F)cccc2F)c1	-1.7	20	-5	-5	7	94	-13	-3	94	2
4	COc1ccc(CN(CCC(c2ccc(F)cc2)C2CCOC(C)(C)C2)C(=O)c2ccco2)cc1 (stereo not given)	-4.7	15	16	-19	·	8	-46	3	4	20*
5	Cc1ccc(S(=O)(=O)NCCCC(=O)C=[N+]=[N-])cc1	0.0	6	-9	-7	31	96	-20	0	94	0
6	Cc1ccccc1NC(=O)c1cc(S(=O)(=O)N2CCOCC2)ccc1F	-1.1	7	-2	2	-36	87	-40	0	82	0
7	Cc1nn(C)c(-c2n[nH]c(=S)n2Cc2ccco2)c1Cl	-2.0	17	-1	-6	·	96	7	-9	104	0
8	CS(=O)(=O)N(CC(=O)NCc1cccnc1)Cc1ccc(Cl)cc1	-1.5	3	7	-10	-32	96	20	3	109	0
9	Cc1cc(C)c2nc(N3CCC(C(=O)N4CCN(c5ncccn5)CC4)CC3)sc2c1	-1.3	7	-8	-5	·	83	-83	0	80	0
10	Cc1noc(C)c1COc1ccc(C(=O)OCC(=O)NCc2ccccc2Cl)cc1	-3.8	5	6	2	·	87	-31	1	96	3
11	CCc1ccc(C2=NN(CCC(=O)NC3CC3)C(=O)CC2)cc1	0.8	25	-4	14	·	88	-18	1	91	1
12	Cn1c(Cc2cccc3ccccc23)nnc1SCC(=O)N1CCN(c2ccccc2)CC1	1.8	6	-15	2	·	73	-12	·	73	1
13	Cc1ccc(OCCOCCn2ccnc2)c(Br)c1	-2.5	3	-22	-2	-9	72	-6	·	83	1
14	O=c1oc2cc(Oc3ccc(C(F)(F)F)cc3[N+](=O)[O-])ccc2c2c1CCC2	0.2	8	4	-1	·	86	-21	·	89	2
15	CCOC(=O)c1nnc2c(Br)c(-c3ccccc3)nn2c1C	-0.2	20	·	-11	1	96	-11	·	89	0
16	COc1ccc(NC(=O)c2ccc(S(=O)(=O)N3CCOCC3)cc2)c(OC)c1	-3.1	2	-14	-3	·	108	-17	-1	100	5
17	COC(=O)c1cn(C(C)C(=O)NCc2ccco2)c2ccccc12 (stereo not given)	-2.9	10	-2	-4	16	93	-25	-4	93	5
18	Cc1cc(C)nc(N2CCCC(C(=O)NCCc3ccccc3F)C2)n1 (stereo not given)	0.1	43*	-7	-9	-1	92	3	-1	99	5
19	Cc1cc(=O)[nH]c(SCCCOc2ccc3c(c2)CCC3)n1	-0.6	11	-9	-9	-9	95	-38	-2	105	3
20	Cc1cc(N/C=C\c2nnnn2-c2ccc(F)cc2)no1	-1.5	34*	-2	-5	·	83	-34	-1	87	2
21	c1ccc(Cn2nnnc2C(c2cccnc2)N2CCN(c3ccccc3)CC2)cc1 (stereo not given)	-2.0	-1	-10	1	·	71	-42	2	72	-1
22	O=c1cc(-c2ccccc2)nc(SCc2ccccc2)[nH]1	-0.7	6	-20	-6	-35	85	-44	0	95	3
23	CSc1c(SCc2ccccc2)cnn(Cc2ccccc2)c1=O	-2.3	24	-1	-2	-15	82	-16	-6	68	15
24	O=C(Nc1nnc(C(F)(F)F)s1)C1COc2ccccc2O1 (stereo not given)	5.3*	4	-5	-6	9	88	-25	-2	90	4
25	O=C(Nc1ccc(Cc2ccncc2)cc1)C1CCC(N2C(=O)C3C4C=CC(C5CC45)C3C2=O)CC1 (stereo not given)	-2.3	25	0	11	8	82	-20	-1	79	2
26	COc1ccc(-n2c(C)c([N+](=O)[O-])c3ccc(O)c(CN4CCCCC4)c32)cc1	-1.7	1	-5	-12	-42	85	6	0	74	11
27	Cc1cc(C)c2nc(C(F)(F)F)nc(NCCCN3CCOCC3)c2c1	-3.0	5	-11	-1	15	23	-44	0	38	5
28	CCN(CC)C(=O)CN(c1ccc(Cl)cc1)S(=O)(=O)c1ccccc1	-2.6	6	-2	-5	-12	93	-15	-2	87	4
29	Clc1ccccc1-c1nc(N/N=C/c2cccnc2)c2ccccc2n1	-3.5	4	-30	3	1	88	-20	·	81	5
30	O=C(CN1CCCC1)OCCCc1ccccc1	-0.9	8	-1	-3	1	104	-3	0	99	1
31	O=C(NNC(=O)c1cccnc1)Nc1cccc(Cl)c1Cl	-0.1	·	3	11	·	97	-28	-4	90	2
32	O=C(CCCNS(=O)(=O)c1cccs1)N1CCN(c2ccc(F)cc2)CC1	-1.9	6	-15	5	-8	90	7	0	80	3
33	COc1ccccc1N=Nc1nc(-c2ccccc2)c(-c2ccccc2)[nH]1	1.4	6	-4	22	-18	72	-59	-9	79	-3
34	CN(c1ccccc1)S(=O)(=O)c1ccc(C(=O)NCC2CCCO2)cc1 (stereo not given)	-2.1	4	0	-10	-18	103	13	0	102	4
35	C/C(=N\NC(=S)Nc1cccc(C)c1)c1cccc(N)c1	-3.2	13	-5	24	·	98	-37	·	92	-3
36	CCc1nc2ccccc2n(CCOCCOCCn2c(=O)c(CC)nc3ccccc32)c1=O	-1.3	37	-11	-2	-1	83	-8	-1	85	2
37	CC(C)C(=O)Nc1nc2c(ncn2C2CC(O)C(CO)O2)c(=O)[nH]1 (stereo not given)	-0.1	7	-6	-12	-8	99	-7	·	99	-2
38	C[C@@H]1NC(=O)[C@H](CCC(=O)O)NC(=O)c2cc([N+](=O)[O-])cc(F)c2NCCC[C@@H](C(N)=O)NC1=O	-1.2	3	3	-3	16	98	-34	·	95	1
39	CCC(NC(=O)Nc1ncccc1C)(C(F)(F)F)C(F)(F)F	-2.0	5	-2	-12	·	95	0	-1	85	-1
40	Cc1ccc(C(=O)Nc2ccccc2C(=O)N2CCOCC2)cc1[N+](=O)[O-]	-1.4	29	7	-4	·	97	-28	-5	95	4
41	CCOC(=O)C1C(C(=O)OCC)C1(c1ccccc1)c1ccccc1 (stereo not given)	-1.7	5	12	9	-12	78	-35	-1	90	5
42	Cc1nc2ccccc2nc1OCC(=O)N1CCN(c2ccccc2)CC1	-0.7	2	-11	-5	-22	102	-13	0	100	1
43	Cc1occc1C(=O)Nc1cccc([N+](=O)[O-])c1	-1.3	6	-8	-5	-4	83	-33	0	88	1
44	Fc1ccc(-c2nc3n(n2)Cc2ccccc2-3)cc1	-3.1	15	-16	20	17	51	-20	1	53	3
45	O=C(CSc1ccccn1)Nc1nncs1	-2.6	5	·	-15	-12	85	-35	·	90	0
46	CCc1cccc(CC)c1NC(=O)/C(C#N)=C/c1ccccc1C(F)(F)F	-5.2	2	8	10	18	1.5*	-2	-11	1.8*	10
47	COCCOc1ccc(C(F)(F)F)cc1NC(=O)c1ccc(C(F)(F)F)cc1	0.1	29	-4	5	·	85	-24	-4	87	3
48	CN(C)c1nc(N)nc(CSc2nnnn2-c2ccc(C(=O)O)cc2)n1	-1.0	24	-7	-7	·	101	-9	0	93	1
49	Cc1ccc(N2C(=O)CSC2c2cccs2)cc1 (stereo not given)	0.1	3	-13	7	49	132	3	·	100	1
50	COC(=O)c1cccc(S(=O)(=O)N2CCCC2)c1	-1.2	15	5	-5	·	99	-29	-1	97	2
51	COC(=O)c1[nH]nc2c1C(=O)N(Cc1ccccc1)C2=O	-1.1	3	2	6	9	86	-33	-1	89	5
52	CCOC(=O)c1ccc(-c2ccc(/C=C(\C#N)C(=O)NCc3cccs3)o2)cc1	-4.8	8	3	0	·	58	-27	-6	73	17*
53	CCOCCSC1=C(C#N)C(c2cccs2)C(C(C)=O)=C(C)N1 (stereo not given)	-3.5	7	-5	1	-30	90	-32	-1	87	5
54	CCCCn1c(NC(=O)c2ccccc2Cl)c(C#N)c2nc3ccccc3nc21	-6.3	6	-11	-1	·	58	-9	7	43	0
55	COc1ccccc1CC(=O)Nc1ccc([N+](=O)[O-])cc1OC	0.1	14	-4	5	·	85	-28	-4	85	1
56	CC(C)=CC/C=C1\CCC(C(=O)O)C(C(=O)O)C1 (stereo not given)	0.5	10	-7	4	18	108	-12	0	110	8

Further compounds
cpd	Compound	MRP1 act	Measles CPE	Yeast lifespan up	GALR2 blocker	E-sel TNF inh	HCT116 bCat-KO	BB579 growth dn	Phagocytosis inh	PTEN del growth	NPY-Y2 antag
57	O=C(N/N=C/c1cn(-c2ccccc2)nc1-c1cccs1)c1ccc(Cl)cc1	-0.3	9	-1	-10	-1	15	-5	-3	11	6
58	C=CCNC(=O)c1cc(Cl)ccc1Cl	-0.4	8	-9	5	4	87	-33	·	90	-1
59	CCc1ccc(NC(=O)CSc2nnc(SCC(=O)Nc3ccc(CC)cc3)n2N)cc1	-2.3	14	-8	19	7	81	5	2	89	-4
60	CC(C)n1c(SCC(=O)N2c3ccccc3Sc3ccccc32)nc2c1c(=O)n(C)c(=O)n2C	-1.5	2	-1	0	·	59	-78	0	67	2
61	Cc1csc(NC(=O)c2cccc(S(=O)(=O)N3CCCCC3)c2)n1	-0.6	11	-11	8	7	80	-6	2	82	3

Compounds as they come, and some 6.3% of all compounds hit somewhere here.
